SW480 rereplic: DNA re-replication induction in SW480 cells; AID 624297; actives 1.8% (n = 340,000); SW480 DNA re-replication, Hoechst DNA content imaging, 48 h; Potency, µM (series often up to 46.1 µM), for the others: top-dose re-replication activation, most hits filed as activators; note: potency is the fitted concentration of half-maximal effect; % of control where 0% means no effect; nearly all actives have a fitted effect of over 55% in size
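Compounds, transferred as 23 nL by pin tool, were incubated with cells for 48 hr; DNA content per nucleus was then quantified by Hoechst staining and fluorescence plate imaging.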
IL-1B inflam inh: inhibitors of inflammasome signaling (IL-1 beta secretion) | activity change, % at 57.5 µM | THP-1 LPS/ATP IL-1B secretion, AlphaLISA, 16 h; active compounds read low | AID 743279 | actives 4.7% (n = 360,000); in the data active = activity change below about -50%; inconclusive = mostly about -30% to -49%; note: % is set by controls: 0 for no effect and ±100 for the full control effect
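THP-1 cells pretreated 1 hr with compounds (up to 57.5 uM final), then stimulated with LPS (250 ng/mL final) plus ATP (1.25 mM final); secreted IL-1B measured by AlphaLISA after 16 hr, decreased signal indicating inhibition.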
KB-3-1 tox: kills parental KB-3-1 adenocarcinoma cells | KB-3-1 viability, CellTiter-Glo ATP luminescence, 72 h | Potency, µM (doses to about 46.1 µM), for the others: top-dose activity change, negative = cytotoxic, hits mostly cytotoxic | actives 1.4% (n = 400,000) | AID 1347075; note: potency is the fitted concentration of half-maximal effect; % is set by controls: 0 for no effect and ±100 for the full control effect; nearly all actives have a fitted effect of over 60% in size
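Screening of KB-3-1 cells (DMEM, 10% FBS, phenol-red free) ran from lowest to highest compound concentration; after 72 h at 37 °C viability was read luminescently and curves fitted.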
DRD3 antagonist: D3 dopamine receptor (human) antagonism. P35462. D3R cells, DiscoveRx beta-arrestin luminescence, antagonist mode; active compounds read low. max response, negative = inhibition, %. actives 2.5% (n = 360,000); in the data active = max response below about -50%; inconclusive = no clear call, values can overlap the other calls; note: % is set by controls: 0 for no effect and ±100 for the full control effect; mostly tested at two doses, the higher about 12 µM
Target sequence (P35462 whole entry, looked up): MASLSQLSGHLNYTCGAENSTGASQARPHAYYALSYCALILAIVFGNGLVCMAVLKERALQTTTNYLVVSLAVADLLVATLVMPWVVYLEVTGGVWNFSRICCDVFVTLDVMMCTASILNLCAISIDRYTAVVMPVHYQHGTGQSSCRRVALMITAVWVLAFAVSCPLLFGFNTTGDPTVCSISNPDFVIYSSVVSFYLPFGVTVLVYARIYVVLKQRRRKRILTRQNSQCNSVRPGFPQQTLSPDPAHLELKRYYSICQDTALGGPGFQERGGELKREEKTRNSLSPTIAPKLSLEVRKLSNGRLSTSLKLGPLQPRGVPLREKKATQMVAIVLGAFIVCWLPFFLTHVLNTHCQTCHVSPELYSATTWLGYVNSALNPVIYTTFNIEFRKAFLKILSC
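Cells plated overnight at 1500 cells/well, then exposed to library compounds with dopamine controls for 90 minutes at 37 degrees C. DiscoveRx reagent added for 30–60 minutes at room temperature; luminescence read, quantitative HTS format.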
GLP1R ag: GLP-1 receptor (human) agonism. P43220. actives 0.007% (n = 380,000). HEK293 GLP-1R CRE-luciferase, luminescence, 4-6 h; cells express a hypersensitive GLP-1R form. Potency, µM (titrated, usually from 45.6 µM), for the others: top-dose activation, actives largely listed as activators; note: potency is the fitted concentration of half-maximal effect; % of control where 0% means no effect
Target sequence (P43220 whole entry, looked up): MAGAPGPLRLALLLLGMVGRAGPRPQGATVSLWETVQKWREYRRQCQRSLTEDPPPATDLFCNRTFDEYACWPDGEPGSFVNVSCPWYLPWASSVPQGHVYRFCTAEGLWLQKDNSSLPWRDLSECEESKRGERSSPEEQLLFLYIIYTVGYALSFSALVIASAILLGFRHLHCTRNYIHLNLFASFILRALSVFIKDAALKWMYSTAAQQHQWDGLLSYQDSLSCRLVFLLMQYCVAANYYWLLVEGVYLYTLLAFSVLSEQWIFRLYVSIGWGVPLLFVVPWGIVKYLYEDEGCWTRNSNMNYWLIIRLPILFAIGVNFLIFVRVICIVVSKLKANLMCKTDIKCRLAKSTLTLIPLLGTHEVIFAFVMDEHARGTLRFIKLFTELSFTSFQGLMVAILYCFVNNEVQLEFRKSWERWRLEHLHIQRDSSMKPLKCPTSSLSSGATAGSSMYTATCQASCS
D3 ag: D3 dopamine receptor (human) agonism; D3R DiscoveRx beta-arrestin cells, luminescence, 90 min; max activation, %; actives 0.58% (n = 410,000); in the data active = max activation above about 30%; note: 0% is about no effect; mostly tested at two doses, the higher about 12 µM
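Agonist mode: compounds and dopamine controls were applied to plated cells for 90 min at 37 degrees C after an overnight attachment at 1500 cells/well. Luminescent read-out followed 30 - 60 minutes at room temperature with DiscoveRx detection reagent.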
HT1080 IDH1KD tx: toxicity to HT-1080 IDH1 knockdown cells (counter line); HT-1080 IDH1 knockdown viability, ATP luminescence, 48 h; Potency, µM (titrated, usually from 46.1 µM), for the others: top-dose activity, negative = toxicity, actives largely listed as cytotoxic; actives 2% (n = 360,000); AID 686971;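 note: potency is the fitted concentration of half-maximal effect; 0% = DMSO wells and -100% = cell-free medium wells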
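Knockdown cells (IDH1KD HT-1080) received compounds 2 h after plating at 750 cells/well and were kept 48 h at 37 °C in 5% FBS RPMI. A CellTiter-Glo luminescence read gave % activity for curve fitting.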
KB-V1 MDR tox: kills drug-selected multidrug resistant KB-V1 cells. KB-V1 MDR cells viability, CellTiter-Glo, 72 h. Potency, µM (doses to about 46.1 µM), inactives show top-dose activity change, negative = cytotoxicity, hits mostly cytotoxic. actives 3.4% (n = 400,000). AID 1347076; note: potency is the fitted concentration of half-maximal effect; % is set by controls: 0 for no effect and ±100 for the full control effect; nearly all actives have a fitted effect of over 60% in size
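KB-V1 MDR subline cells in DMEM (phenol-red free, 10% FBS) exposed to compounds in qHTS concentration series for 72 h at 37 degrees C. Viability read by CellTiter-Glo luminescence; concentration-effect curves fitted after normalization and correction.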
HT1080NT lethal: kills 2HG-producing HT-1080-NT fibrosarcoma cells | Potency, µM (top dose mostly 46.1 µM), without a hit: at the top dose activity, negative = less viability, most hits filed as cytotoxic | AID 686970 | actives 1.6% (n = 360,000) | HT-1080-NT fibrosarcoma viability, CellTiter-Glo ATP luminescence, 48 h;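 note: NT is the 2HG producing partner of a matched IDH1 knockdown line; potency is the fitted concentration of half-maximal effect; 0% = DMSO-treated cells and -100% = media-only wells without cells; nearly all actives have a fitted effect of over 55% in size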
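Toxicity toward the 2HG-producing NT line was scored as %Activity, normalised to DMSO and no-cell wells, from CellTiter-Glo luminescence after 48 hours' treatment.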
Starred values were filed as active, the others as inactive; ? = inconclusive; nt = no result given; [ ] = dose if it differs, or a comment. Unless noted, calls come from the whole dose curve; as a rule, active = well fitted curve in the direction sought with a large enough effect; inconclusive = small, poorly fitted or top-dose-only effect, or another doubt; inactive = no such curve, though single readings can be large; an effect the other way counts as inactive or inconclusive.

Molecule | IL-1B inflam inh | KB-V1 MDR tox | HT1080 IDH1KD tx | GLP1R ag | KB-3-1 tox | DRD3 antagonist | HT1080NT lethal | D3 ag | SW480 rereplic
O=C(N/N=C/c1ccc2c(c1)OCO2)C1CC1 | -19 | 5% | 9% | -2% | 14% | -14 | -2% | -6 | 4%
CC(C)CCNC(=O)CCc1nnc(COc2ccccc2)o1 | -1 | -15% | -5% | 7% | -2% | 5 | -3% | -5 | 6%
CN(C)S(=O)(=O)c1ccc(NC(=O)CSc2nc3ccccc3n2-c2ccccc2)cc1 | -6 | -31% | -2% | 4% | -27% | -4 | -8% | -6 | 1%
Cc1ccc(NC(=O)CSc2sc3c(O)cc(=O)[nH]c3c2C#N)c(F)c1 | 28 | ? | 8% | -4% | 9% | -6 | 2% | -1 | ?
O=C(O)CC(NC(=O)C(c1ccccc1)c1ccccc1)c1ccc(F)cc1 (stereo not drawn) | 34 | 0% | -3% | -3% | -3% | -3 | 1% | -3 | -47%[inhibitor]
CC1(C)CC(=O)C2=C(C1)OC1OC(=O)CC21C (stereo not drawn) | 11 | 5% | 6% | 4% | -4% | 2 | 1% | 5 | -8%
Cc1cc(=O)[nH]c(SCC(=O)NC(c2ccccc2)c2ccccc2)n1 | 30 | -12% | 9% | 3% | 5% | -13 | 12% | -10 | -1%
Cc1nn(CC(=O)N2CCOCC2)c(=O)c2ccccc12 | -2 | -9% | 1% | -9% | -7% | 8 | 1% | -4 | -7%
O=c1[nH]c2ccccc2nc1/C=C/c1ccccc1 | 32 | 7% | -4% | 8% | -2% | 3 | -1% | -12 | ?
CCCCCCN1CCN(C2CN(Cc3ccc([N+](=O)[O-])cc3)S(=O)(=O)C2)CC1 (stereo not drawn) | -10 | ? | -1% | -2% | -21% | ? | -13% | -9 | nt
COc1cccc(-c2nnc(SCC(=O)Nc3cc(C)on3)n2C)c1 | 14 | 5% | 9% | -3% | 17% | -3 | 1% | -2 | -8%
Cc1cccc(C2c3[nH]c4ccccc4c3CCN2C(=O)CN2CCOC2=O)n1 (stereo not drawn) | 16 | -27% | -14% | 6% | -28% | -19 | -2% | 6 | -8%
O=S(=O)(Nc1ccc(Oc2ncccn2)c(Cl)c1)c1ccc(F)cc1 | -17 | -1% | -1% | -1% | 9% | 26 | 3% | 11 | 0%
O=C(Cc1ccccc1)NNC(=O)Nc1cccc(Cl)c1 | -18 | 18% | 0% | -9% | 3% | -12 | -13% | -2 | 14%
COc1cc(-c2nc(C)c(C(C)=O)n2O)ccc1OCC(=O)Nc1ccc(F)cc1 | 12 | -20% | 3% | -3% | 16% | 1 | -1% | -10 | -54%[inhibitor]

Filtered by structure, the compounds so far containing an NH in an aromatic ring.
Molecule | IL-1B inflam inh | KB-V1 MDR tox | HT1080 IDH1KD tx | GLP1R ag | KB-3-1 tox | DRD3 antagonist | HT1080NT lethal | D3 ag | SW480 rereplic
Cc1ccc(NC(=O)CSc2sc3c(O)cc(=O)[nH]c3c2C#N)c(F)c1 | 28 | ? | 8% | -4% | 9% | -6 | 2% | -1 | ?
Cc1cc(=O)[nH]c(SCC(=O)NC(c2ccccc2)c2ccccc2)n1 | 30 | -12% | 9% | 3% | 5% | -13 | 12% | -10 | -1%
O=c1[nH]c2ccccc2nc1/C=C/c1ccccc1 | 32 | 7% | -4% | 8% | -2% | 3 | -1% | -12 | ?
Cc1cccc(C2c3[nH]c4ccccc4c3CCN2C(=O)CN2CCOC2=O)n1 (stereo not drawn) | 16 | -27% | -14% | 6% | -28% | -19 | -2% | 6 | -8%

(cont.)
Molecule | IL-1B inflam inh | KB-V1 MDR tox | HT1080 IDH1KD tx | GLP1R ag | KB-3-1 tox | DRD3 antagonist | HT1080NT lethal | D3 ag | SW480 rereplic
COc1ccccc1N1CCN(C(=O)C2CCCCN2S(=O)(=O)c2ccc(C)cc2)CC1 (stereo not drawn) | -4 | 0% | -13% | -1% | 0% | -9 | -8% | -3 | ?
CCc1sc(NC(=O)CN2CCC(C(N)=O)CC2)nc1-c1ccccc1 | -15 | 2% | 5% | 12% | 3% | 98 | 5% | 0 | -7%
CCn1c(Cc2ccccc2)nnc1SCC(=O)Nc1ccc2c(c1)OCO2 | -2 | ? | -30% | -4% | 8% | -29 | -22% | -5 | -2%
C[C@@H]1CN([C@@H](C)CO)C(=O)CCCn2cc(nn2)CO[C@H]1CN(C)C(=O)CCCN(C)C | 22 | 7% | 1% | -8% | -22% | -10 | -2% | -1 | nt
COc1ccc(-c2cc(C3CCN(C(=O)OC(C)(C)C)CC3)[nH]n2)cc1 | -84* | 13µM* | -10% | 5% | ? | -4 | -7% | -6 | -15%
NS(=O)(=O)c1ccc(NC(=O)/C=C/c2ccco2)cc1 | 4 | ? | 12% | 7% | -2% | 5 | 11% | -5 | -4%
CCOC(=O)C1CCCN(C(=O)CN2C(=O)COc3ccc(C(C)(C)C)cc32)C1 (stereo not drawn) | 20 | ? | 13% | 1% | 7% | 22 | 3% | -7 | 7%
O=C(NC1CCS(=O)(=O)C1)c1cccs1 (stereo not drawn) | 1 | ? | -1% | 7% | -8% | 7 | 6% | -6 | -17%
Cc1nc2ccccc2c(=O)n1NC(=O)c1ccccc1Cl | 35 | 0% | 9% | -8% | 2% | 12 | 5% | 10 | 0%
O=C(COC(=O)COc1ccc2c(c1)CCC2)Nc1ccccc1 | 26 | 5% | -2% | -6% | -7% | 3 | 1% | -6 | -4%
CN(CC1CCCO1)S(=O)(=O)c1ccc(C(=O)Nc2ccc(F)cc2)cc1 (stereo not drawn) | 2 | nt | 4% | 8% | nt | 4 | 0% | 9 | -6%
O=C(CSc1ccc2nnc(-c3cccnc3)n2n1)Nc1cccc(F)c1 | 23 | 0% | 1% | 8% | 4% | 7 | 21% | 9 | 17%
Cc1cc(C)n(-c2ccc(C(C)C)cc2)c(=O)c1C#N | 0 | -17% | 25% | 1% | 2% | -8 | 15% | -3 | -1%
COc1ccc2c(c1)c1nc(SCC(C)C)n(CCO)c(=O)c1n2C | -12 | 0% | 11% | -2% | -7% | 4 | 13% | 5 | 0%
COc1ccc(C2=NOC(Cn3nc(-c4ccccc4)cc3C(=O)O)C2)cc1 (stereo not drawn) | 47 | 21% | 1% | -6% | 13% | 5 | -2% | 5 | -15%

As entered above.
Reading of Cc1nc2ccccc2c(=O)n1NC(=O)c1ccccc1Cl under IL-1B inflam inh: 35
Reading of CCn1c(Cc2ccccc2)nnc1SCC(=O)Nc1ccc2c(c1)OCO2 under GLP1R ag: -4%
Reading of COc1ccc2c(c1)c1nc(SCC(C)C)n(CCO)c(=O)c1n2C under HT1080NT lethal: 13%

Back to the main list, repeating the 2 entries before the break.
Molecule | IL-1B inflam inh | KB-V1 MDR tox | HT1080 IDH1KD tx | GLP1R ag | KB-3-1 tox | DRD3 antagonist | HT1080NT lethal | D3 ag | SW480 rereplic
COc1ccc2c(c1)c1nc(SCC(C)C)n(CCO)c(=O)c1n2C | -12 | 0% | 11% | -2% | -7% | 4 | 13% | 5 | 0%
COc1ccc(C2=NOC(Cn3nc(-c4ccccc4)cc3C(=O)O)C2)cc1 (stereo not drawn) | 47 | 21% | 1% | -6% | 13% | 5 | -2% | 5 | -15%
CCn1c(=N)c(C(=O)NCCCOC)cc2c(=O)n3cccc(C)c3nc21 | -2 | 2% | 1% | -2% | -9% | ? | -5% | -4 | ?
COc1ccccc1NC(=O)C/C(N)=N/O | 8 | 20% | 1% | -8% | 4% | 5 | 14% | 2 | -7%
O=[N+]([O-])c1ccc2ncnc(Nc3ccc4c(c3)OCCO4)c2c1 | 13 | 0% | -2% | -20% | -5% | -24 | -1% | -10 | -2%
CNC(=O)Cn1c(C)cc(=O)c2cccc(C)c21 | 2 | 0% | 3% | -1% | -1% | -3 | 4% | 10 | -7%
CCN1CCN(CCNC(=O)c2ccc(CS(=O)c3ccc(Br)cc3)o2)CC1 (stereo not drawn) | 19 | ? | 11% | -5% | 22% | 7 | 0% | 2 | ?
CCc1ccc(N(CC(=O)NCCc2ccccc2)C(=O)CCC(=O)Nc2ccccn2)cc1 | -21 | -1% | -1% | 13% | 0% | -13 | -7% | -14 | -16%
O=S(=O)(CCNCCc1ccccc1)NCc1ccccc1 | -7 | 3% | 3% | 9% | 14% | ? | 8% | -26 | 33%
COc1ccc(Cc2n[nH]c(=S)n2-c2cc(C)ccc2C)cc1OC | -20 | 3% | 1% | 5% | 0% | -7 | 23% | -2 | nt
Cc1cc(C)n2nc(SCC(=O)NC3CCCCC3)nc2n1 | -4 | -2% | 8% | 11% | 2% | -8 | 8% | 1 | -8%
COc1ccc(C(=O)NC(=S)N(C)C2CCCCC2)cc1 | 0 | -16% | -3% | -1% | 0% | -19 | -4% | -8 | -12%
C=C(C)c1cccc(C(C)(C)NC(=O)N2CCN(c3ccccn3)CC2)c1 | 29 | 2% | 12% | 17% | 18% | 10 | -1% | 3 | -11%
O=C(CN1CCC(Cc2ccccc2)CC1)Nc1ccc2c(c1)OCCO2 | -8 | -8% | 1% | 8% | 10% | -18 | 3% | -5 | -8%

Screening results (PubChem)
